Screening results as filed in PubChem BioAssay.
SNCA viab count: cell viability loss counter-screen; HEK-293-SNCA-luc viability, GF-AFC fluorescence, 24 h; Potency, µM (top dose mostly 57.1 µM), without a hit: at the top dose activity change, negative = cytotoxicity, hits mostly cytotoxic; 150,000 tested, 0.12% active; AID 1671193;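 also: potency is read from the fitted curve at half-maximal effect; 0% = DMSO-treated cells and -100% = medium-only wells without cells; nearly all actives have a fitted effect of over 30% in size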
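Cytotoxicity counterscreen: after 24 h compound treatment of genome-edited SNCA-luciferase HEK-293 cells, live-cell protease substrate GF-AFC read by fluorescence after 30 min; activity scaled between DMSO (0%) and medium-only (-100%), curves Hill-fitted.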
SNCA expr inh: reduces expression of the alpha-synuclein gene; AID 1671194; 140,000 tested, 0.17% active; HEK-293 SNCA-luciferase knock-in, luminescence, 24 h; Potency, µM (highest dose often 57.2 µM), for the others: top-dose activity change, negative = inhibition, usual class: inhibitors;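 also: potency is read from the fitted curve at half-maximal effect; plate controls were DMSO cells for no effect and cell-free wells for full effect; nearly all actives have a fitted effect of over 45% in size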
GPT2 inh: inhibitors of human GPT2 alanine aminotransferase; Q8TD30; Recombinant GPT2, coupled pyruvate oxidase/HRP Amplex Red fluorescence; Potency, µM (doses to about 57.7 µM), inactives show at the highest dose activity change, negative = inhibition, hits mostly inhibitors; 100,000 tested, 0.25% active; AID 1671188; also: potency is read from the fitted curve at half-maximal effect; nearly all actives have a fitted effect of over 60% in size; many of its hits are not listed in these tables
Target sequence (Q8TD30 whole entry, looked up): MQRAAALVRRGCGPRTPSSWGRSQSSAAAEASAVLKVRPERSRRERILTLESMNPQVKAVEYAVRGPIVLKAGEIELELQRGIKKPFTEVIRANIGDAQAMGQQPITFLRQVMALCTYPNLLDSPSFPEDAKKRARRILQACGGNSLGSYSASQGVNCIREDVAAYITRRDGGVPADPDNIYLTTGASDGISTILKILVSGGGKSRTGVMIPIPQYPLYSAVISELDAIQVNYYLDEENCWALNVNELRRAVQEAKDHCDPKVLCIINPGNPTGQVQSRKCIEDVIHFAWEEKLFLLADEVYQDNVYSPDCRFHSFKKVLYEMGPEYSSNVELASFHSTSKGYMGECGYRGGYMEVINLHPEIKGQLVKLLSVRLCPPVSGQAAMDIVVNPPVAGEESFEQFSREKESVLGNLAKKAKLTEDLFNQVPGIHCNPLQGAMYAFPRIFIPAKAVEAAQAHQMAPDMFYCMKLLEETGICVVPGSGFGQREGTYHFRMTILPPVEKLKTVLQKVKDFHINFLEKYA
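Inhibition is scored from Amplex Red fluorescence generated when pyruvate oxidase and HRP act on pyruvate released by GPT2. Reactions contain 10ng/uL enzyme, 250uM a-KG and 2mM L-alanine and run 30 min at room temperature.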
HEK293 tox: HEK 293 cell cytotoxicity; HEK 293 viability, ATP luminescence (CellTiter-Glo), 48-72 h; Potency, µM (doses to about 115 µM), inactives show top-dose activity change, negative = cytotoxicity, hits mostly inhibitors; 94,000 tested, 6.6% active; also: potency is read from the fitted curve at half-maximal effect; nearly all actives have a fitted effect of over 60% in size
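ATP-coupled CellTiter-Glo luminescence served as viability read-out, recorded 10 min after reagent addition at room temperature. HEK 293 cells, 250 cells/well, had been incubated with pintool-transferred compound for 48 or 72 hr at 37 degree Celsius.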
FLuc inh: inhibitors of firefly (Photinus pyralis) luciferase; P08659; purified P. pyralis luciferase, luminescence, biochemical; Potency, µM (doses to about 115 µM), for inactives: at the highest dose activity change, negative = inhibition, usual class: inhibitors; 76,000 tested, 2.5% active; also: potency is read from the fitted curve at half-maximal effect; nearly all actives have a fitted effect of over 65% in size
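Biochemical qHTS: compound (6-point titration) added to 10uM D-luciferin plus 10uM ATP in Tris acetate pH 7.5 buffer with Mg, Tween-20 and BSA, then purified enzyme at 10nM; light output imaged.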
3T3 cytotox: NIH 3T3 cell cytotoxicity; NIH 3T3 viability, CellTiter-Glo ATP luminescence, 48-72 h; Potency, µM (top dose mostly 96.7 µM), without a hit: at the top dose activity change, negative = cytotoxicity, actives largely listed as inhibitors; 94,000 tested, 4.3% active; AID 1345082; also: potency is read from the fitted curve at half-maximal effect; nearly all actives have a fitted effect of over 55% in size
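Cells were seeded at 400 per well, treated with pin-transferred compound, and kept 48 or 72 hr at 37 °C before CellTiter-Glo addition and luminescence imaging of cellular ATP.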
IP6K1 inh: blocks human inositol hexakisphosphate kinase 1; Q92551; IP6K1 kinase, ADP-Glo luminescence, 2 h; stronger effect = lower value; activity change, % (series mostly up to about 58 µM); 140,000 tested, 0.81% active; AID 1645851; in the data active = activity change below about -25%
Target sequence (Q92551 whole entry, looked up): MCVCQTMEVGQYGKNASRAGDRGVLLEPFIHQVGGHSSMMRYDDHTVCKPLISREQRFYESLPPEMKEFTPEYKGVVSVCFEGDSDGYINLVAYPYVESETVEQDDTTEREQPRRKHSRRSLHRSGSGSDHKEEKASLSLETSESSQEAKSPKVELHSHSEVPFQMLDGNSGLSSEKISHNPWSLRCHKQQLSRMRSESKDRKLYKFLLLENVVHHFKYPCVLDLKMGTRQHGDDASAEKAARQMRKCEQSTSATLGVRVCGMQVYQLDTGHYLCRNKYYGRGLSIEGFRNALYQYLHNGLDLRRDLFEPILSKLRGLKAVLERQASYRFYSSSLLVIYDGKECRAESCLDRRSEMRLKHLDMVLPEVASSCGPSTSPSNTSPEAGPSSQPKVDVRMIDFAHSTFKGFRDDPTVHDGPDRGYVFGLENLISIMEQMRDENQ
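ADP-Glo luminescence measures ADP made by human IP6K1 during a 2 h RT reaction with ATP/IP6 (mix at 1.3 mM/130 uM); top library doses 57.5 and 19.1 uM final.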
The depositor's hits bear a star; i = inactive; ? = inconclusive; . = not tested or not shown; [ ] = dose if it differs, or a comment. Unless noted, calls follow the shape of the dose curve; as a rule, active = well fitted curve in the direction sought with a large enough effect; inconclusive = small, poorly fitted or top-dose-only effect, or another doubt; inactive = no such curve, though single readings can be large; an effect the other way counts as inactive or inconclusive. Unless noted, % is scaled to controls: 0 for no effect and ±100 for the full control effect. These rows are one share of the data; the hit share may differ from the screen's.

SMILES	SNCA viab count	SNCA expr inh	GPT2 inh	HEK293 tox	FLuc inh	3T3 cytotox	IP6K1 inh
COc1ccc(-c2cc(C[C@H]3CNCC[C@H]3CC(=O)Nc3ccccc3)no2)cc1	2%[87.6 µM]	17%[87.6 µM]	4%[88.5 µM]	45µM*	-9%[172 µM]	40µM*	-2
COc1cccc(-c2cccc(C(=O)N3CCCC3C(=O)NCCCc3ccccc3)c2)c1 (stereo unspecified)	5%[12.5 µM]	0%	?	?	.	?	-6
Cc1ccc(C(=O)NC2CCN(C(=O)c3ccc(-c4cccs4)cc3)CC2)cc1	-5%[12.5 µM]	16%	0%	?	.	-37%	11
CCOc1ccc(-c2noc(-c3ncn4c3COC(c3ccc(OC)cc3)C4)n2)cc1 (stereo unspecified)	-6%	0%	i	1%	2%	-16%	0
Cc1ccc(C)c(S(=O)(=O)N2CCCC(Cn3c(C4CC4)nc4cccnc43)C2)c1 (stereo unspecified)	-14%	-14%	3%	40µM*	-5%	?	12
Cc1ccccc1Oc1ncccc1CNC(=O)c1ccc2c(c1)OCO2	-11%	22%	i[11.5 µM]	-11%	-12%	?	-21
COCc1nc(C2CCN(C(=O)Nc3ccc4c(c3)OCCO4)C2)no1 (stereo unspecified)	3%	-20%	i	-3%	-13%	-13%	-11
Cc1ccccc1-c1noc(CNCc2cc(F)ccc2C(F)(F)F)n1	-3%	17%	1%	-21%	-1%	-17%	2
Cn1ccc2cc(S(=O)(=O)N3CCN(C(=O)Nc4ccc(F)cc4F)CC3)ccc21	21%	-3%	.	.	.	.	5
COc1ccc(CCNC(=O)CS(=O)Cc2nc(-c3ccc(C)cc3)oc2C)cc1OC (stereo unspecified)	-10%	-2%	.	.	.	.	-3
Cc1ccc(NC(=O)Cn2c(N3CCCCC3)nc(C)c(C)c2=O)cc1	-12%	3%	i	?	0%	?	21
COc1ccc(C(=O)N2CCC3(CC(C)=NO3)C2)cc1 (stereo unspecified)	0%[87.6 µM]	4%[87.6 µM]	i	-5%[172 µM]	-3%[172 µM]	-10%[138 µM]	0
Cc1nc2cc(-c3ccccc3)nn2c(C)c1CCC(=O)NCc1cccc(Cl)c1	-7%	?	.	.	.	.	2
COc1ccccc1CN1CCCC(c2[nH]ccc2C(N)=O)C1 (stereo unspecified)	-7%[12.5 µM]	?	i	-28%	-11%	-26%	-4
O=C(CN1C(=O)COc2ccc(C(=O)COc3ccccc3Cl)cc21)NC1CCCCC1	?	-14%	i	?	-10%	-21%	25
Cc1nnc(C2CCCCCN2[S+](=O)([O-])c2cc(F)ccc2C)o1 (stereo unspecified)	7%	19%	i	-3%	0%	-26%	-7
c1ccc2c(c1)CC(n1ccnc1-c1cc3n(n1)CCCNC3)C2	3%	8%	-8%	79µM*	1%	?	15
CNC(=O)[C@@H]1C[C@@H](n2cc(CN(C)C(=O)c3cc(F)ccc3Cl)nn2)CN1	6%	-3%	i[11.5 µM]	i	-3%	i	-1
CCCCN1C(=O)c2ccccc2C(C(=O)NCc2ccncc2)C12CCCCC2 (stereo unspecified)	-8%	-26%	-8%	-5%	2%	-27%	1
C=CCNC(=O)N[C@H]1C[C@@H](C(=O)N[C@H](Cc2c[nH]c3ccccc23)C(N)=O)N(C(=O)c2cccn2C)C1	-8%	15%	1%	-13%	3%	-17%	15
CC(=O)N1CCC(C2CCN(C(=O)CN3CCOCC3)C2)CC1 (stereo unspecified)	21%	16%	-4%	i	.	-19%	2
CC1OC(OC2C(OC3C(O[C@H]4CC[C@@]5(C)C(CC[C@]6(C)C5CC=C5C7CC(C)(C)CC(O)[C@]7(C)CC[C@]56C)C4(C)C)OC(C(=O)O)C(O)C3O)OCC(O)C2O)C(O)C(O)C1O (stereo partly specified)	3%[12.5 µM]	.	i	.	.	.	-9
COc1ccc(-n2nc(-c3ccc(C)cc3)c3cnc4cc(F)c(F)cc4c32)cc1	-4%	?	.	.	.	.	-13
O=C(COc1cccc(-n2cnnc2)c1)NC1CCCc2c1[nH]c1ccccc21 (stereo unspecified)	8%	?	i	?	4%	?	-6
O=C(NC[C@H]1OC[C@@H](NCc2cccs2)[C@@H]1O)c1cccs1	5%[87.6 µM]	-10%[87.6 µM]	-11%[88.5 µM]	-3%[172 µM]	12%[172 µM]	-15%[138 µM]	-6

New compounds follow.
SMILES	SNCA viab count	SNCA expr inh	GPT2 inh	HEK293 tox	FLuc inh	3T3 cytotox	IP6K1 inh
COCCn1ncc(N2CCC(NC(=O)C(C)(C)C)CC2)cc1=O	-3%	-7%	2%	-2%	6%	-15%	2
Cc1ccc(S(=O)(=O)CC(=O)Nc2nc3c(C)cccc3s2)cc1	5%	-2%	.	.	.	.	11
COCCOC1CCOC2(CCN(C(=O)c3ccc(C)nc3)CC2)C1 (stereo unspecified)	3%[12.5 µM]	-7%	i	-3%	-9%	0%	-9
CNC(=O)c1cc(C2CC2)nc2c1c(C1CCCN1[S+](=O)([O-])c1c(C)noc1C)nn2C (stereo unspecified)	.	.	.	-30%	.	?	-9
Cc1c(N(C)CS(=O)(=O)O)c(=O)n(-c2ccccc2)n1C	-6%[23.9 µM]	-38%[25.6 µM]	?	.	.	.	15
COCCNC(=O)c1ccc(CC2CCN(C(=O)CCc3c(C)nn(C)c3C)CC2)cc1	2%	0%	i	?	2%	?	3
O=C1NCc2ccccc2CC12CCCN(CC1=CCCCC1)C2 (stereo unspecified)	3%	-2%	?	?	.	-7%	-1
Cn1cc(CN2C[C@@H](F)[C@@H](OCc3nc4ncccc4[nH]3)C2)c2ccccc21	-10%[87.6 µM]	-14%[87.6 µM]	i	89µM*	-12%[172 µM]	?	0
CCOc1cc(-c2nc(-c3ccc(-c4ccc(C)cc4)nc3OC)no2)cc(OCC)c1OCC	-1%	-5%	.	.	.	.	-1
O=C(CCCc1c[nH]c2ccccc12)N[C@@H]1CCOC[C@H]1OCC1CC1	0%	16%	i	0%	0%	3%	-10
Fc1ccccc1CN1CCCN(Cc2cn(-c3ccccc3)nn2)CC1	-2%	-1%	3%	-21%	6%	-26%	-6
COc1ccc(-c2nc(C)nc3c2CN(C(=O)c2ccccc2OC)CC3)cc1	?	?	i	2%	.	?	5
Cc1noc(C)c1S(=O)(=O)N1CCC2(CC1)C(=O)NN=C2C1CC1	-2%	10%	4%	?	-5%	-13%	-12
COCCN1CCCCCC(O)c2cc(C(=O)N3CCN(c4ccccc4)CC3)ccc21 (stereo unspecified)	-20%	?	4%	?	3%	?	-9
N[C@H]1c2ccccc2C[C@@H]1NC(=O)COc1ccc(Cl)cc1Cl	4%	84%[activator]	?	?	-16%	?	9
F[C@@H]1CN(Cc2nccs2)C[C@@H]1OCc1nc2ccccc2[nH]1	8%[87.6 µM]	0%[87.6 µM]	-8%[88.5 µM]	1%[172 µM]	4%[172 µM]	-29%[174 µM]	-7
COc1ccc(C(=O)N2C[C@@H]3OCC(=O)N(Cc4ccc(OC(F)(F)F)cc4)[C@@H]3C2)cc1	3%	-12%	i	-23%	-9%	?	1
Cn1ccc(C(=O)N2CC(CNc3ccccc3)C3(C2)CN(c2ccccc2)C3)n1 (stereo unspecified)	-13%[87.6 µM]	?	?	63µM*	-10%[172 µM]	?	-8
O=C1NC2(CCCN(Cc3ccc(OC(F)(F)F)cc3)C2)COc2ccccc21 (stereo unspecified)	7%	3%	i	?	-10%	?	8
COc1cccc(CNC(=O)c2ccc3nc(-c4ccc(F)cc4)c(-c4ccc(F)cc4)nc3c2)c1	-1%	-23%	.	.	.	.	-11
COc1ccc(C2c3c(oc4ccc(Cl)cc4c3=O)C(=O)N2CCCN(C)C)cc1OC (stereo unspecified)	-2%	-5%	.	.	.	.	-3
COc1cccc(C(=O)NCCc2csc3nc(-c4ccccc4F)nn23)c1OC	-29%	3%	.	.	.	.	-12
Cc1cnc(CN(C)C(=O)CC(c2ccccc2)c2ccc(Cl)cc2)[nH]1 (stereo unspecified)	-1%	-15%	?	?	4%	?	29
COCCNC(=O)CN1C(=O)c2cccnc2Sc2ccccc21	-2%	24%	.	.	.	.	3
Cc1ccc(-c2nc3sccn3c2Nc2ccc(C)c(C)c2)cc1	-28%	9%	.	.	.	.	-2

Further structures follow.
SMILES	SNCA viab count	SNCA expr inh	GPT2 inh	HEK293 tox	FLuc inh	3T3 cytotox	IP6K1 inh
CC(=O)N1c2ccccc2CC1C(=O)N1CCN(c2cccc(C)c2C)CC1 (stereo unspecified)	-20%	-3%	.	.	.	.	20
Cc1cccc(C(=O)Nc2ccc(S(=O)(=O)N(Cc3ccccc3)c3ccccc3)cc2)c1	5%	20%	.	.	.	.	-11
COC(=O)c1sc2cccc(F)c2c1S(=O)(=O)Nc1cc(OC)cc(OC)c1	1%	-1%	.	.	.	.	7
COc1ccccc1OCCCCn1c(C2CC(=O)N(c3ccccc3Cl)C2)nc2ccccc21 (stereo unspecified)	13%	-9%	.	.	.	.	-8
COc1cccc(CNC(=O)N2c3ccccc3CC2c2nc(C(C)C)no2)c1 (stereo unspecified)	-5%	17%	-7%	?	-7%	?	24
COc1cccc(-c2nc(SCC(=O)Nc3ccc4c(c3)OCCO4)c(-c3ccccc3)[nH]2)c1	?	-9%	.	.	.	.	-18
CC(=O)OC12CC(C)C(OC(=O)c3ccccc3)C1/C=C(/C)C(OC(=O)c1ccccc1)CC(=O)C(C)(C)/C=C/C(C)C2=O (stereo unspecified)	-6%[23.9 µM]	.	i	.	.	.	-5
O=C(NCC1CCOCC1)NC1CCCC1	2%	-6%	i	7%	4%	5%	-5
CN(Cc1ccccc1)Cc1cc(C[C@H]2CNCC[C@H]2CC(=O)NC2CCCCC2)no1	-18%	-11%	-18%	?	6%	79µM*	9
CC(=O)c1ccc(N2CCN(C(=O)Nc3ccc(C)cc3)CC2)cc1	-4%	29%	.	.	.	.	8
Cn1cc(CN[C@H]2[C@H](O)[C@H](O)C[C@@H]2c2cccnc2)c2ccccc21	-7%[87.6 µM]	?	?	100µM*	-3%[172 µM]	?	-3
